p97 inhibitor: inhibitors of human p97 ATPase, primary screen, biochemical | Transitional endoplasmic reticulum ATPase (Homo sapiens), P55072 | recombinant p97 ATPase, Kinase-Glo ATP luminescence, 3 h | inhibition, % at 8 µM | hit rate 0.42% among 220,000; in the data active means inhibition above about 15%;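 further: 0% = DMSO vehicle and 100% = wells lacking enzyme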
Target sequence (P55072 whole entry, looked up): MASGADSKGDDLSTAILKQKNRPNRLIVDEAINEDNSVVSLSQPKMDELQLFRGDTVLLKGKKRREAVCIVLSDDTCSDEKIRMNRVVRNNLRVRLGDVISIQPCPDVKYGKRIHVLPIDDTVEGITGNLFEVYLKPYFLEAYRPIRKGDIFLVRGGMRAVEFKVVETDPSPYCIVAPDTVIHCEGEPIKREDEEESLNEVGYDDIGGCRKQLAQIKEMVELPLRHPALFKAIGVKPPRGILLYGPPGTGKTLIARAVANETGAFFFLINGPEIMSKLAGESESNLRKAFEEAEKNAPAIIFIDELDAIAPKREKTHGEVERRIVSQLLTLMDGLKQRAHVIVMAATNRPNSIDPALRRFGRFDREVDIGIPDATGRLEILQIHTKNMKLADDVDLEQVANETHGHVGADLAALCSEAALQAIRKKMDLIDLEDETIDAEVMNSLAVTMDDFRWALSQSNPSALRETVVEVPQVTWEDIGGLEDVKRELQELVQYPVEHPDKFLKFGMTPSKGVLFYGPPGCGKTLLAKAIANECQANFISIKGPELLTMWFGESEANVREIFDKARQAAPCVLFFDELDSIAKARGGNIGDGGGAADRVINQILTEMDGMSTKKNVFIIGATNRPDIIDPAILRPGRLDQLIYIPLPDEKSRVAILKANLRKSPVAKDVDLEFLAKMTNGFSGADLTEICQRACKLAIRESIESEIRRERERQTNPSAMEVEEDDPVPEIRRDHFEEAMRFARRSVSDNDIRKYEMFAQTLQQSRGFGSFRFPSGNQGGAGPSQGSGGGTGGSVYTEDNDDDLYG
NPY2 pot ag: NPY-Y2 potentiators or agonists, primary screen, cell-based; Neuropeptide Y receptor type 2 (Homo sapiens), P49146; cells expressing NPY-Y2, potentiator/agonist read-out; activation, % at 3.6 µM; hit rate 0.45% among 220,000; AID 1359, 2008; in the data active means activation above about 27%;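 further: cells stimulated with NPY near EC25 plus isoproterenol at EC100; 0% = vehicle plus submaximal agonist and 100% = vehicle plus saturating agonist; some results beyond the cut were filed as inactive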
Runt-CBFb FRET: inhibitors of RUNX1 Runt–CBFb binding, primary screen, biochemical, FRET, Cerulean-Runt, Venus-CBFb, uHTS | Cerulean-Runt/Venus-CBFb FRET ratio 530/480, 1 h | inhibition, % at 20 µM | hit rate 0.46% among 220,000;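 active means inhibition over about 50% at 20 µM in the single-dose screen, limit read from the data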;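 further: 0% = DMSO wells and 100% = excess unlabeled CBFb competitor control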
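Buffer or medium: Tris pH 7.5 buffer with BSA. Assay system: Cerulean-labeled Runt domain protein. Amount: each fluorescent fusion protein 100 nM. Read-out basis: loss of energy transfer signal. Incubation: 1 h compound exposure, room temperature. Probe or stimulus: Venus-CBFb binding partner, 100 nM. Detection: FRET, excitation 422 nm, emission at 530 and 480 nm.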
RBBP9 inhibitor: human RBBP9 inhibitors, primary screen, biochemical, fluorescence polarization, FP-Rh probe, HTS; recombinant RBBP9; inhibition, % at 7.94 µM; hit rate 0.2% among 220,000;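 active means inhibition above the campaign mean of all tested compounds plus 3 SD, cut at about 14% in these data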;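 further: plate controls were DMSO wells with RBBP9 for no effect and wells lacking RBBP9 protein for full effect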
Target sequence (O75884 whole entry, looked up): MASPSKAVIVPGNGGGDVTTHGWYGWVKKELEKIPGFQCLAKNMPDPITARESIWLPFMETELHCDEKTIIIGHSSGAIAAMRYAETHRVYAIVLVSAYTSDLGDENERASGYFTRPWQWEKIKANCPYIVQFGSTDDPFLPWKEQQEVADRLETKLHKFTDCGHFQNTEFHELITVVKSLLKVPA
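Controls: DMSO-treated enzyme wells and wells lacking RBBP9 | Material: RBBP9 protein | Technique: Fluorescence polarization | Replication: Single well per compound, no replicates | Buffer or medium: Tris-NaCl-Pluronic buffer, pH 8.0 | Timing: 30 min compound preincubation, 45 min probe labeling, 25 °C | Read-out basis: Percent inhibition from mP, scaled between DMSO and no-protein wells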
Mdm2 ligase inh: MDM2-luciferase reporter signal enhancers, primary screen, MDM2 E3 ligase inhibitor project, cell-based, luminescence, 1536-well; signal enhancement, % at 5 µM; hit rate 0.11% among 210,000; E3 ubiquitin-protein ligase Mdm2 (Homo sapiens), Q00987; AID 1230, 2008; cell-based MDM2 ubiquitination luciferase reporter, 2 h; 0 = plate control, 100 = twice control, blank-subtracted;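 active means signal enhancement of 30% or more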;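 further: luminescence tracks abundance of the self-degrading MDM2-luciferase fusion protein; higher signal means inhibition of MDM2 E3 ligase activity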
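Assay system: mammalian cells stably expressing self-ubiquitinating, self-degrading MDM2 E3–luciferase fusion. Quantity: 2000 cells in each well. Medium: DMEM culture medium. Compound dosing: single-point 5 µM. Timing: cell settling 4 h, compound treatment 2 h, both 37 °C. Technique: luciferase luminescence. Read-out basis: percent signal gain over controls, blank-subtracted. Benchmarks: plate controls and plate blanks.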
NPY Y1 blocker: NPY-Y1 receptor antagonists, primary screen, cell-based; Neuropeptide Y receptor type 1 (Homo sapiens), P25929; HEK293-CNG Y1 cells, membrane potential fluorescence; NPY at EC95, then isoproterenol; inhibition, % at 3.6 µM; hit rate 1% among 200,000; AID 1040, 2008;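 active means inhibition above the campaign mean inhibition of all tested compounds plus 3 SD, cut at about 20% in these data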;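 further: 0% = DMSO wells given NPY plus isoproterenol and 100% = isoproterenol alone without NPY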
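Material: HEK293 Y1/CNG channel cell line; also added: NPY (25 nM), isoproterenol (1 µM), Ro 20-1724 (25 µM); doses: one concentration, 3.6 µM, in 0.4% DMSO; schedule: compound incubation 1 h at room temperature, readout 45 min post-stimulation; technique: membrane potential fluorescence; measure: fluorescence ratio normalized to % inhibition between controls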
Runt-SMMHC FRET: inhibitors of RUNX1 Runt–CBFb-SMMHC binding, primary screen, biochemical, FRET, Cerulean-Runt, Venus-CBFb-SMMHC, uHTS. Cerulean-Runt/Venus-CBFb-SMMHC FRET ratio 530/480, 1 h. inhibition, % at 20 µM. hit rate 0.74% among 220,000. Runt-related transcription factor 1 (Homo sapiens) + Core-binding factor subunit beta …;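 active means mean inhibition across duplicate retests at 20 µM reaching about 50%, limit read from the data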;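 further: 0% = DMSO wells and 100% = wells with excess untagged CBFb-SMMHC; inhibitors lower the FRET ratio by blocking Runt binding to CBFb-SMMHC; some results filed as inactive read as strong as hits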
Hck Nef HTS: inhibitors of Nef-activated human Hck kinase, primary screen, biochemical, Z-Lyte FRET, 384-well, Hck-YEEI. Tyrosine-protein kinase HCK (Homo sapiens), P08631. hit rate 0.68% among 220,000. AID 463187, 2010. inhibition, % at 20 µM. Recombinant Hck-YEEI plus Nef, Z-Lyte FRET kinase assay;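 active means Hck-Nef kinase inhibition above about 50%, limit read from the data; inactive means inhibition below that limit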;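 further: 0% = DMSO with Hck plus Nef and 100% = Hck alone without Nef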
NPY-Y1 PAM-ag: NPY-Y1 receptor potentiators or agonists, primary screen, cell-based | hit rate 0.37% among 220,000 | Neuropeptide Y receptor type 1 (Homo sapiens), P25929 | NPY-Y1 expressing cells, potentiator/agonist activation | activation, % at 3.6 µM; in the data active means activation above about 33%, passing the limit was not always enough;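 further: cells stimulated with NPY at EC10 then isoproterenol at EC100; 0% = low agonist plus stimulus and 100% = saturating agonist plus stimulus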
* = called active by the depositor; . = not tested or not shown. The order is random. Share with any hit: about 3.5%.

SMILES	p97 inhibitor	NPY2 pot ag	Runt-CBFb FRET	RBBP9 inhibitor	Mdm2 ligase inh	NPY Y1 blocker	Runt-SMMHC FRET	Hck Nef HTS	NPY-Y1 PAM-ag
OC(CN1C2=NCCCN2c2ccccc21)c1ccc(Cl)cc1 (configuration not stated)	1	-11	2	2	-38	11	2	1	-43
COc1ccc(OC)c(S(=O)(=O)NC2CCN(Cc3ccccc3)CC2)c1	-5	4	0	-8	-1	4	3	-22	-19
Cc1cccc(OCCN2C(=O)c3ccccc3C2=O)c1	1	-2	0	-1	-4	1	-2	3	-2
CC(=O)Nc1ccc(Oc2ncccn2)cc1	2	3	0	-9	-16	-4	2	1	11
Cc1ccc2c(c1)C(c1ccc(N3CCOCC3)cc1)=NNC(c1cccs1)=N2	-4	-2	-2	-8	-13	2	-5	0	-22
C(=C\c1ccccn1)/c1ccccn1	1	1	-1	-3	-2	.	1	5	10
O=C(Nc1nnc(C2CC2)s1)c1cccc(S(=O)(=O)N2CCc3ccccc32)c1	2	12	-2	-4	-5	1	-2	2	9
CC(C)Oc1cccc(C(=O)NC(=S)Nc2ccc3c4c(cccc24)CC3)c1	3	-3	2	-1	-8	0	3	1	-5
O=C(O)C1C(c2ccccc2)C(C(=O)Oc2ccccc2)C1c1ccccc1 (configuration not stated)	1	-17	2	-2	-3	0	1	1	-5
O=C(NNc1ccccc1[N+](=O)[O-])Nc1ccc(F)cc1	-2	-11	1	-8	3	-3	3	11	20
CCOc1ccc(N(C(=O)CNC(=O)c2cccs2)C(C(=O)NCC2CCCO2)c2ccc(OC)c(OC)c2)cc1 (configuration not stated)	2	3	-2	-3	-6	3	0	3	-1
COC(=O)c1nc(NC(=O)c2ccccc2)n[nH]1	-3	-14	2	-9	-1	-2	-3	-1	-11
Cc1cc2cc(CNC(=O)c3ccc(S(=O)(=O)N(C)C)cc3)ccc2n1C	9	12	-9	-3	-17	-3	-1	8	6
O=C(COc1cccc(NC(=O)c2ccco2)c1)c1ccc(F)cc1	3	-7	-1	7	-2	0	-3	8	-8
CC1CCCC(NC(=O)COC(=O)c2ccc(N(C)C)cc2)C1C (configuration not stated)	-6	0	-1	-8	-7	1	0	-10	12
CC(=O)Nc1ccc(C(=O)OCc2ccc(Cl)c(Cl)c2)cc1	2	-1	-2	-2	6	-1	-10	6	-20
CCc1nnc(NC(=O)CSc2nnc3c(C)cc4c(C)ccc(C)c4n23)s1	0	-14	2	-3	-22	0	1	2	-8
O=S(=O)(N/N=C/c1ccc2c(c1)OCCO2)c1ccc(Cl)cc1	4	-20	-2	-8	-12	3	7	-1	1
O=C1C2CCCN2C(c2ccccc2F)N1c1ccc(Cl)cc1 (configuration not stated)	3	8	-3	3	-4	-3	1	-1	6
O=C(NCCCNCc1ccccc1)c1ccncc1	13	6	-1	0	-17	7	-3	1	15
O=C(N/N=C/c1ccc(F)cc1)c1c(O)c2ccccc2[nH]c1=O	-1	-3	-11	-2	-25	1	-7	14	-2
Cc1csc2c(SCC(=O)NNS(=O)(=O)c3cccc(C(F)(F)F)c3)ncnc12	-7	-16	-1	-4	-6	.	-1	-5	-44
COc1cc(O)cc(O)c1C(=O)/C=C/c1ccccc1	5	-3	1	1	3	4	-7	16	-1
OC(CNCCCCNCC(O)C(F)(F)F)C(F)(F)F (configuration not stated)	1	1	-1	-9	3	-1	1	16	3
COc1ccc(Nc2ncccc2C(=O)Nc2ccccc2)cc1	2	10	-1	-7	-12	-6	-2	1	14
CC1CC/C(=C\c2ccc3c(c2)OCO3)C(=O)/C1=C/c1ccc2c(c1)OCO2 (configuration not stated)	-4	-1	31	-7	-13	11	50	-2	-5
CCCCOc1nc2ccccc2nc1C(C#N)S(=O)(=O)c1ccccc1 (configuration not stated)	6	10	0	0	-6	2	-1	2	1
Cc1cccc(NC(=O)N(Cc2nc3ccccc3c(=O)[nH]2)C2CCCC2)c1	5	-10	-2	-1	-18	-1	1	4	-17
CC(=O)NC(CCS(C)(=O)=O)C(=O)Nc1ccccc1C (configuration not stated)	-3	3	1	-3	3	-7	0	-5	17
Cc1cccc(CCNC(=O)c2cc(=O)[nH]c3ccc(Br)cc23)c1	4	-10	2	-1	-6	-2	0	2	4
Cc1ccc([N+](=O)[O-])cc1NC(=O)C(C)N1CCCCC1 (configuration not stated)	-5	-2	2	-5	-12	9	0	-15	-4
CS(=O)(=O)N1CCC(C(=O)Nc2c(F)cccc2F)CC1	6	9	4	-5	-13	0	5	1	-3
COc1ccc(OC)c(NC(=O)CN(c2ccc(OC)c(Cl)c2)S(C)(=O)=O)c1	-2	1	-3	-6	-13	6	1	1	0
Cn1ncc2c(Sc3ccc(Cl)cc3)ncnc21	-4	-9	-1	-1	-7	.	0	11	-8
COCCn1c(SCC(=O)Nc2cc(C)on2)nc2c(c1=O)SC(C)C2 (configuration not stated)	1	-10	-2	-6	-6	.	0	23	6
CCCOc1ccc(C2c3c(oc4ccccc4c3=O)C(=O)N2CCCN2CCOCC2)cc1 (configuration not stated)	-3	11	0	5	1	-7	2	0	-3
CCCN1C(=O)/C(=C/c2ccc(C)o2)SC1=Nc1ccc(OCC)cc1	2	-12	4	-9	-12	6	7	-8	-1
O=C(O)C1CCCCC1C(=O)Nc1ccc(F)c(F)c1 (configuration not stated)	0	0	0	-8	-11	-5	-1	2	-1
Cc1oc2ccc(Br)cc2c(=O)c1-c1nn[nH]n1	-1	-16	1	-6	-3	7	-4	20	-10
CCS(=O)(=O)Nc1cccc(C2=NN(S(=O)(=O)c3ccccc3)C(c3ccco3)C2)c1 (configuration not stated)	5	-4	10	-7	.	.	2	21	-20
NC(=O)COC(=O)CSc1cccc2cccc(Cl)c12	-1	-34	-1	-7	3	27*	-2	14	-48
O=C(Nc1nc(-c2ccccc2)cs1)C1CCCN(S(=O)(=O)c2cccc([N+](=O)[O-])c2)C1 (configuration not stated)	4	2	2	-10	-27	-5	1	10	-11
Cc1ccc(OCC(=O)Nc2ccccc2F)cc1C	-9	-17	1	-12	-5	8	-2	13	-13
CN1C(C(=O)NCc2cccc(C(F)(F)F)c2)CC2Cn3c(nc4cc(Cl)c(Cl)cc43)C21 (configuration not stated)	.	.	1	.	-2	.	26	17	.
Cc1ccsc1C1C2=C(CCCC2=O)Nc2ncnn21 (configuration not stated)	4	3	-1	7	17	-3	0	5	17

Three compounds from above, arranged by their value in Hck Nef HTS, largest number first.
canonical_smiles | p97 inhibitor | NPY2 pot ag | Runt-CBFb FRET | RBBP9 inhibitor | Mdm2 ligase inh | Runt-SMMHC FRET | Hck Nef HTS | NPY-Y1 PAM-ag
CCS(=O)(=O)Nc1cccc(C2=NN(S(=O)(=O)c3ccccc3)C(c3ccco3)C2)c1 (configuration not stated) | 5 | -4 | 10 | -7 | . | 2 | 21 | -20
O=C(O)C1CCCCC1C(=O)Nc1ccc(F)c(F)c1 (configuration not stated) | 0 | 0 | 0 | -8 | -11 | -1 | 2 | -1
CCCOc1ccc(C2c3c(oc4ccccc4c3=O)C(=O)N2CCCN2CCOCC2)cc1 (configuration not stated) | -3 | 11 | 0 | 5 | 1 | 2 | 0 | -3

(continued)
SMILES	p97 inhibitor	NPY2 pot ag	Runt-CBFb FRET	RBBP9 inhibitor	Mdm2 ligase inh	NPY Y1 blocker	Runt-SMMHC FRET	Hck Nef HTS	NPY-Y1 PAM-ag
CCC(=O)Nc1ccc2nc(C3CC3)n(Cc3ccc(C(C)(C)C)cc3)c(=O)c2c1	-8	-45	-6	-10	.	.	-4	17	-30
CCOC(=O)Nc1ccc(S(=O)(=O)N2CCC(C)CC2)cc1	1	9	0	1	-8	1	-1	3	-9
CN1CCN(C(=S)c2cn(Cc3ccccc3F)c3ccccc23)CC1	-1	6	-5	-3	4	4	-6	21	-12
COc1ccccc1NC(=O)C(=O)NCC1COc2ccccc2O1 (configuration not stated)	3	-11	-2	-4	-19	8	0	3	-29
CNC(=O)N(c1ccccc1)c1ccccc1	4	12	-2	-6	-3	9	1	2	-1

Filtered by structure: those above with a Cl atom.
SMILES	p97 inhibitor	NPY2 pot ag	Runt-CBFb FRET	RBBP9 inhibitor	Mdm2 ligase inh	NPY Y1 blocker	Runt-SMMHC FRET	Hck Nef HTS	NPY-Y1 PAM-ag
OC(CN1C2=NCCCN2c2ccccc21)c1ccc(Cl)cc1 (configuration not stated)	1	-11	2	2	-38	11	2	1	-43
CC(=O)Nc1ccc(C(=O)OCc2ccc(Cl)c(Cl)c2)cc1	2	-1	-2	-2	6	-1	-10	6	-20
O=S(=O)(N/N=C/c1ccc2c(c1)OCCO2)c1ccc(Cl)cc1	4	-20	-2	-8	-12	3	7	-1	1
O=C1C2CCCN2C(c2ccccc2F)N1c1ccc(Cl)cc1 (configuration not stated)	3	8	-3	3	-4	-3	1	-1	6
COc1ccc(OC)c(NC(=O)CN(c2ccc(OC)c(Cl)c2)S(C)(=O)=O)c1	-2	1	-3	-6	-13	6	1	1	0
Cn1ncc2c(Sc3ccc(Cl)cc3)ncnc21	-4	-9	-1	-1	-7	.	0	11	-8
NC(=O)COC(=O)CSc1cccc2cccc(Cl)c12	-1	-34	-1	-7	3	27*	-2	14	-48
CN1C(C(=O)NCc2cccc(C(F)(F)F)c2)CC2Cn3c(nc4cc(Cl)c(Cl)cc43)C21 (configuration not stated)	.	.	1	.	-2	.	26	17	.
